Screening data as filed in PubChem BioAssay.
Anthrax LF inh2: anthrax lethal factor protease inhibition | 360,000 compounds, 0.12% hits | multiplex microsphere protease cleavage assay, LF | P15917 | inhibition, % at 10 µM; also: plate controls were buffer without enzyme for full effect and enzyme alone for no effect
Target sequence (P15917 whole entry, looked up): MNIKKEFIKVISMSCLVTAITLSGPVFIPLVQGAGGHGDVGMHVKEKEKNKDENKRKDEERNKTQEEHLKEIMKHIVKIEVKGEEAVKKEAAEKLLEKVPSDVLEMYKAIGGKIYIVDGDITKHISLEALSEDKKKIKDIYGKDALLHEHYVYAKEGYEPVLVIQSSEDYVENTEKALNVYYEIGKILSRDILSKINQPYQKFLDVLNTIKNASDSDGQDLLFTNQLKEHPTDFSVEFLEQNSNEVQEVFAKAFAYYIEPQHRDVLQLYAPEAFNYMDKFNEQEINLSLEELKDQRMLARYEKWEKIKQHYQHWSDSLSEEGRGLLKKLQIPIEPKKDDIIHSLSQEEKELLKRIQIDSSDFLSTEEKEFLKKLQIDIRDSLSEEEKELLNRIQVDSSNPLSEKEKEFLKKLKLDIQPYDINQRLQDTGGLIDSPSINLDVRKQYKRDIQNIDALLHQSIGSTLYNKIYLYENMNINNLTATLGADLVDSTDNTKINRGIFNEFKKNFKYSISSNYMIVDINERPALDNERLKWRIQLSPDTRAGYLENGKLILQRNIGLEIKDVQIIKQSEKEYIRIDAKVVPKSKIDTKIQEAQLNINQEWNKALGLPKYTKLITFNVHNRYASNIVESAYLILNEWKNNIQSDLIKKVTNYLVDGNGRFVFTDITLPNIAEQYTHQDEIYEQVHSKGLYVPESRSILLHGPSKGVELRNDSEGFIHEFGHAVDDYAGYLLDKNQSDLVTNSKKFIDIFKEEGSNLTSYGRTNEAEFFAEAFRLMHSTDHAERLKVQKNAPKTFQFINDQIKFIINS
BoNT-F LC inh: BoNT F light chain protease inhibition. AID 588497. Multiplex microsphere protease cleavage assay, flow cytometry. 360,000 compounds, 0.22% hits. inhibition, % at 10 µM; in the data active = inhibition above about 35%, passing the limit was not always enough; inconclusive = no clear call, values can overlap the other calls; also: plate controls were buffer without enzyme for full effect and enzyme alone for no effect
DUSP3 inh: blocks human VHR1 dual specificity phosphatase | P51452 | 290,000 compounds, 0.52% hits | recombinant VHR phosphatase, pNPP absorbance | inhibition, % at 13.3 µM; in the data active = inhibition above about 50%; also: some compounds called inactive have numbers as strong as hits
SSB-PriA inh: K. pneumoniae PriA-SSBct interaction inhibition | inhibition, % at 33 µM | AID 1272365 | 430,000 compounds, 0.6% hits | AlphaScreen SSBct-PriA binding, biotinylated peptide; in the data active = inhibition mostly above about 37%, no sharp cut-off; inactive = mostly below about 20%;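 also: plate controls were negative control peptide for no effect and reference peptide for full effect; strong numbers were not always called active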
Rv3671c inh: Rv3671c (M. tuberculosis) protease inhibition; inhibition, % at 5.96 µM; 320,000 compounds, 0.048% hits; in the data active = inhibition above about 38%;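 also: extracellular domain of Rv3671c used as enzyme; 0% = enzyme with DMSO and 100% = no enzyme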
SARS 3CLpro inh: SARS-CoV 3CLpro protease inhibition. P0C6X7. recombinant SARS-CoV 3CLpro, quenched FRET peptide cleavage. inhibition, % at 6 µM. 290,000 compounds, 0.14% hits. AID 1706; in the data active = inhibition above about 12%
CCHFV vOTU inh: CCHFV vOTU protease inhibition. Pep-AMC fluorescence. inhibition, % at 11.5 µM. 370,000 compounds, 0.55% hits. AID 651958; in the data active = inhibition above about 30%; also: 0% = vehicle wells with enzyme and 100% = no enzyme wells
MazF activator: activators of E. coli MazEF toxin-antitoxin RNase. P0AE70. FAM/BHQ RNA-DNA oligo cleavage fluorescence, 5 h. activation, % at 20 µM. 350,000 compounds, 0.32% hits. AID 504720; in the data active = activation above about 50%
Target sequence (P0AE70 whole entry, looked up): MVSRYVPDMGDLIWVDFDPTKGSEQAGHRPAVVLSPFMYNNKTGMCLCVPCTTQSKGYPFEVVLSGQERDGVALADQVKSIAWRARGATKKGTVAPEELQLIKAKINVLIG
PrPC TRFRET: reduces human prion protein on the cell surface; P04156; cell surface PrPC, TR-FRET read-out; inhibition, % at 13.8 µM; 370,000 compounds, 0.43% hits; AID 720596; in the data active = inhibition above about 24%; also: 0% = median of the test wells and 100% = reference compound wells
BoNT A protease: BoNT A light chain protease inhibition; AID 588499; multiplex microsphere protease substrate cleavage, flow cytometry; inhibition, % at 10 µM; 360,000 compounds, 0.17% hits; also: plate controls were buffer without enzyme for full effect and enzyme alone for no effect
* hit, by the source's call; ? = inconclusive; nt = not tested or not shown; & = joins results of further samples. Rule as the data show it, unless noted: active = inhibition above about 30%; inconclusive = no clear call, values can overlap the other calls; inactive = below that. Not all compounds are listed (hit frequency here may not be typical).

SMILES	Anthrax LF inh2	BoNT-F LC inh	DUSP3 inh	SSB-PriA inh	Rv3671c inh	SARS 3CLpro inh	CCHFV vOTU inh	MazF activator	PrPC TRFRET	BoNT A protease
CC(C)NC(=O)c1ccc2sc([C@H]3C[C@H](O)[C@@H](CO)O3)nc2c1	1	-5	nt	nt	nt	nt	4	nt	1	-0.4
Cc1ccc(NC(=S)N2CCC(C(=O)c3ccc(F)cc3)CC2)cc1C	1	?	nt	3	nt	nt	-5	16	9	0.0
O=c1cc(O)nc2n1CCCS2	4	-21	-1	5	3	2	12	3	-3	0.2
NNC(=S)NCc1cccnc1	-3	0	0	-11	-2	-2	-8	6	6	-0.1
Cc1ccc(S(=O)(=O)Nc2ccc(C(=O)N3CCOCC3)cc2)cc1	12	-9	2	-1	-8	-4	3	2	-4	1.3
O=C(Nc1cccc(-c2nnc(-c3ccccc3)o2)c1)C1CCCCC1	0	6	-14	-13	0	-1	16	0	4	0.2
O=C(Nc1ccc(F)cc1)Nc1ccc2c(c1)OCO2	-2	2	-3	4	1	-6	-2	4	12	-1.2
CCOC(CNC(=O)c1cc(C)nn1-c1ccccc1)OCC	-2	5	-37	-11	1	1	-13	-3	1	-0.2
O=C(CSc1ncn[nH]1)N1N=C2/C(=C/c3ccccc3)CCCC2C1c1ccccc1 (centres undefined)	-2	-8	39	16	-25	5	8	-4	10	-0.5
COc1ccc(F)cc1S(=O)(=O)NC(Cc1ccccc1)C(N)=O (centres undefined)	-4	6	19	-6	9	-3	12	1	-11	-0.1
CN(C)S(=O)(=O)c1ccc(NC(=O)c2ccncc2)cc1	1	3	-13	-9	3	-1	0	21	-1	-1.0
COc1ccc(C(=O)Nc2ccnn2C2CCN(Cc3ccccn3)CC2)cc1	0	-6	17	-7	-8	-6	6	7	-4	-0.4
CCc1ccc(N=C2NC(=O)/C(=C/c3cc(Br)c(OCC(=O)O)c(OC)c3)S2)cc1	8	-2	nt	-8	-2	-3	12	-19	6	-3.0
COc1ccc(CNc2c(C(=O)O)cnc3c2cnn3C)cc1	-1	-2	22	-9	8	1	-14	3	2	-0.8
Cc1c(C(=O)Nc2cccc([N+](=O)[O-])c2)csc1-c1ccccc1	-8	-4	27	-8	0	5	-2	11	-4	-0.8
Cc1nn(-c2ccccc2)c2ncc(C(=O)c3cc(Cl)ccc3O)cc12	-2	-20	-7	-4	-7	2	6	7	-3	-2.5
COc1c(C)cc(Br)cc1C(=O)NC(=S)NCc1ccco1	-1	-4	22	-22	-11	5	24	-4	0	-1.0
CC1CCN(C(=O)CSc2nc3c(c(=O)n2C)SCC3)CC1	-3	-2	-10	-4	1	1	0	-3	3	-0.2
COc1ccc(N(Cc2ccccc2)S(=O)(=O)c2cccc(C(=O)Nc3ncccc3C)c2)cc1	-6	-4	nt	-10	-15	nt	-5	-5	6	-0.2
CCOC(=O)c1sc(NC(=O)c2ccc(S(=O)(=O)N(CC)CC)cc2)nc1C	12	10	3	9	3	0	8	8	-1	1.8
CNC[C@H]1Oc2ccc(NC(=O)Nc3ccc4c(c3)OCO4)cc2C(=O)N([C@H](C)CO)C[C@@H]1C	-10	-3	nt	18	6	nt	14	1	8	-1.2
COC(=O)C1CCN(S(=O)(=O)c2ccc(NC(C)=O)cc2)CC1	-2	-5	-16	-26	-2	-2	-6	-5	1	0.2
CN(c1ccccc1)S(=O)(=O)CS(=O)(=O)N(C)c1ccccc1	0	3	nt	-4	nt	nt	2	10	0	0.7
CCOc1ccc(NC(=O)COC(=O)C2C3CC4OC(=O)C2C4C3)cc1 (centres undefined)	-2	1	1	-3	2	1	1	8	5	0.4
Cc1c(NC(=O)COC(=O)c2ccc(Br)o2)c(=O)n(-c2ccccc2)n1C	-1	0	17	11	6	4	-4	-8	3	0.5
Going on with the list.
SMILES	Anthrax LF inh2	BoNT-F LC inh	DUSP3 inh	SSB-PriA inh	Rv3671c inh	SARS 3CLpro inh	CCHFV vOTU inh	MazF activator	PrPC TRFRET	BoNT A protease
Cc1ccc(Nc2nnc(SCc3nc4ccccc4c(=O)[nH]3)s2)cc1	1	-4	26	-2	-5	4	-3	-23	6	-0.5
COc1ccccc1C#CC1=CC(=O)CC(C)(C)C1	-2	-6	nt	nt	nt	nt	4	9	-7	-0.5
COC1=C(C)C(=O)C2=C(C1=O)C1C3CC4=C(C(=O)C(OC)=C(C)C4=O)C(CNC(=O)C(C)=O)N3C(C#N)C(C2)N1C (centres undefined)	-13	-6	nt	12	nt	nt	19	-11	1	-0.8
Cc1sc(NC(=O)c2cc(-c3ccccc3)nc3ccccc23)c(C(N)=O)c1C	-1	-4	32	-5	-12	-5	17	-23	7	0.0
COc1ccccc1NC(=O)c1csc2c1CCC(C)C2 (centres undefined)	-3	-4	10	-73	-8	2	-2	-1	-6	-0.1
Cc1ccc(S(=O)(=O)N(CCC(=O)O)c2ccccc2)cc1	-1	-6	-4	20&-7	-7	0	3	-1	3	-0.4
CC(C)(C)OC(=O)C[C@@H]1C/C=C\C[C@@H](CC(=O)NCCO)C(=O)NC[C@H](c2ccccc2)OC1=O	-6	5	nt	2	2	nt	-4	4	-2	0.4
c1cc(-c2cc3c(o2)CCCC3OCCN2CCOCC2)cs1 (centres undefined)	-5	8	nt	nt	nt	nt	-10	nt	-5	-0.6
CC(Oc1ccc(Cl)cc1Cl)C(=O)NCCCN(C)C (centres undefined)	2	-2	-21	-6	0	5	6	3	-4	0.9
O=c1[nH]c(CN2CCc3ccccc3C2)nc2ccccc12	-7	2	7	-4	-30	4	44*	-2	-2	-0.2
O=C(NNC1=C(C(=O)C(F)(F)F)CCC1)c1cccc(O)c1	-2	20	22	2	8	-2	9	1	-1	0.0
COc1ccc(/C=C(\C#N)C(=O)c2c(C)[nH]c3ccccc23)cc1OC	1	4	-12	6	-19	-5	5	2	-2	0.5
CCOC(=O)c1c(C)n(C)c2cc(Br)c(C(=O)OC)cc12	-4	-8	-18	-3	-2	-2	4	-2	4	-0.2
COc1ccc(OC)c(CNC(=O)Cn2nc(C)c3c(C)n(-c4ccc(C)cc4)nc3c2=O)c1	-2	0	-9	-2	-8	1	15	26	-3	-0.7
O=C(CCN1C(=O)C2C3C=CC(C3)C2C1=O)NC1CCCCC1 (centres undefined)	2	4	5	1	5	-4	11	4	3	1.6
Cc1c(N=Cc2nc3ccccc3[nH]2)c(=O)n(-c2ccccc2)n1C	2	-4	-4	-5&5	5	-2	22	5	5	-0.3
Cc1ncc(CN2CCC(C(=O)Nc3ccc(-n4cccn4)cc3)CC2)s1	-2	-20	10	-11	-16	-3	-5	4	-1	-4.8
COc1ccc(OCc2cc(C(=O)N3CCOCC3)no2)c(Cl)c1	1	-1	-20	-7	8	8	2	4	2	-1.2
CCn1c2ccccc2c2cc(NC(=O)C(C)Oc3ccccc3)ccc21 (centres undefined)	0	0	12	-3	6	-1	4	4	8	1.2
CCCC(C(=O)NCCc1ccc(S(N)(=O)=O)cc1)c1ccccc1 (centres undefined)	3	2	14	-4	3	2	9	7	0	-0.4
CCc1ccc(C(=O)N2CCN(c3ccc(NC(=O)c4ccco4)cc3)CC2)cc1	-3	-4	21	-8	-1	-1	-8	5	6	-1.7
COc1ccc(S(=O)(=O)Nc2c(C)nc3nc[nH]n3c2=O)cc1	0	-12	34	10	-3	3	-4	6	11	-1.9
CCOC(=O)CNc1c(N2CCN(c3ccccn3)CC2)c(=O)c1=O	8	-1	42	-1	-3	-1	5	4	-4	-0.3
CCOc1cc(NC(=S)NCCOC)c(OCC)cc1NC(=O)c1cccs1	nt	nt	11	4	4	-3	-2	-5	1	nt
COc1ccccc1-n1nc(C(=O)O)c2ccccc2c1=O	-7	4	2	-6	2	0	-18	-1	-1	0.9
(more compounds)
SMILES	Anthrax LF inh2	BoNT-F LC inh	DUSP3 inh	SSB-PriA inh	Rv3671c inh	SARS 3CLpro inh	CCHFV vOTU inh	MazF activator	PrPC TRFRET	BoNT A protease
COc1ccc(Br)cc1S(=O)(=O)N1CCCc2ccccc21	8	?	61	0	3	-6	-3	-4	11	?
Cc1nc(CN2CCN(C(=O)CCc3nnc(Cc4c[nH]c5ccccc45)o3)CC2)cs1	-3	-9	13	-4	3	0	-14	0	12	1.5
CC(C)NC(=O)c1onc(CSc2ccc(C(C)C)cc2)c1C(=O)O	1	-4	-8	-7	-8	7	11	7	6	-0.4
N#Cc1cc2c(nc1SCC(O)CS(=O)(=O)Cc1ccc(Cl)cc1)CCCC2 (centres undefined)	-2	-10	-2	-12	-19	2	4	-2	6	-1.3
C=CCn1c(C)csc1=Nc1ccc(C(C)=O)cc1	-2	-3	17	1	0	-1	-8	1	-4	-0.8
COc1ccc(C(O)c2nc(-c3cnn(C)c3)cs2)cc1 (centres undefined)	0	-4	nt	nt	nt	nt	-4	nt	7	0.3
CCOC(=O)/C=C/[C@H]1Cc2ccccc2CO1	-1	2	nt	-11	-18	nt	18	-3	3	-0.8
CC(Oc1ccc(Br)cc1)C(=O)NCCCN1CCCC1=O (centres undefined)	2	2	nt	-9	-7	nt	-2	4	1	-0.3
Cc1nc2c(C#N)c[nH]n2c(=O)c1Cc1ccccc1	-2	-5	45	-2	-10	1	-8	-11	0	0.2
CCCC[C@@H]1CNC(=O)C(=O)N1CCc1cc(C(F)(F)F)cc(C(F)(F)F)c1	1	-8	7	-4	0	nt	9	-5	-1	-0.3
CN1CCN(S(=O)(=O)c2ccc(Cl)nc2)CC1	0	-5	26	-6	-9	-3	17	-4	-3	-0.1
